# Screens deposited in PubChem BioAssay by National Center for Advancing Translational Sciences (NCATS).
# TGFb SMAD3 inh: qHTS for Inhibitors of TGF-b; HepG2 CAGA-GFP TGF-b/SMAD3 reporter, GFP fluorescence, 18 h; TGF-beta stimulated, 500 pg/mL final; Potency, µM (series often up to 46.1 µM), for the others: top-dose activity, negative = inhibition, most hits filed as inhibitors; actives 1.2% (n = 410,000); AID 588855, 2011; also: potency is read from the fitted curve at half-maximal effect; % is scaled to controls: 0 for no effect and ±100 for the full control effect; nearly all actives have a fitted effect of over 65% in size
#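 HEPG2 CAGA-GFP cells (1000/well, DMEM with 1% FBS) were pre-incubated 2 h at 37 degrees C, given compound by pin tool, then stimulated with TGF-beta at 500 pg/mL final for 18 h before per-cell GFP fluorescence imaging.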
# pAkt inh: HTS Assay for Inhibitors of Akt Phophorylation: Primary Screen | Neuro2A IGF-stimulated pAkt S473 HTRF, 20 min; active compounds read low | activity change, % for hits at 50 µM | actives 0.32% (n = 360,000) | AID 651550, 2012; in the data active = activity change below about -80%; inconclusive = mostly about -51% to -80%; also: % is scaled to controls: 0 for no effect and ±100 for the full control effect
#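 Single-point screen (50 µM final compound) in Neuro2A cells stimulated 20 min with 6 nM IGF at 37 deg C. After lysis, Ser473-phosphorylated Akt read by HTRF (ex 330 nm, em 615/665 nm) as the 665/615 ratio.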
# MmCpn inh: Inhibitors of TCP-1 ring complex (TRiC) of Methanococcus maripaludis (MmCpn): qHTS; Chaperonin Mm-Cpn (Methanococcus maripaludis); purified Mm-Cpn ATPase, ADP Transcreener TR-FRET; Potency, µM (doses to about 76.9 µM), without a hit: at the highest dose activity, negative = inhibition, actives largely listed as inhibitors; actives 0.031% (n = 330,000); also: potency is read from the fitted curve at half-maximal effect; % is scaled to controls: 0 for no effect and ±100 for the full control effect; nearly all actives have a fitted effect of over 80% in size
#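 ATPase read-out: TR-FRET ADP immunoassay (anti-ADP Eu cryptate vs ADP-d2), ex 320 nm, em 590/665 nm; signal drops as ADP forms. Enzyme 25 nM, ATP 10 uM, 30 min at 37°C after 10 min compound preincubation.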
# S2 tox: Viability Counterscreen for Primary qHTS for Inhibitors of ATXN expression; Potency, µM (titrated, usually from 56.7 µM), usual class: cytotoxic; S2 cells (HEK-293 line with an ATXN2-luciferase reporter) viability, CellTiter-Fluor protease fluorescence, 24 h; actives 0.49% (n = 400,000); also: potency is read from the fitted curve at half-maximal effect; nearly all actives have a fitted effect of over 40% in size
# A549 tox: Nrf2 qHTS screen for inhibitors: counterscreen for cytotoxicity | A549 ARE-Fluc cells, CellTiter-Fluor viability, 18-24 h | AID 504648, 2011 | actives 0.16% (n = 390,000) | Potency, µM (doses to about 46 µM), for inactives: top-dose activity change, negative = cytotoxicity, most hits filed as inhibitors; also: potency is read from the fitted curve at half-maximal effect; % is scaled to controls: 0 for no effect and ±100 for the full control effect
#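 Cytotoxicity counterscreen: CellTiter-Fluor fluorescence was measured in A549 ARE_Fluc cells after 18-24 h of compound exposure in a concentration series. The subsequent BugLite luminescent read reports ARE-luciferase activity.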
# Nrf2 block: Nrf2 qHTS screen for inhibitors. A549 ARE-Fluc reporter, luciferase luminescence, 18-24 h. Potency, µM (highest dose often 46 µM), for inactives: at the top dose activity change, negative = inhibition, actives largely listed as inhibitors. actives 2.1% (n = 360,000). AID 504444, 2011; also: potency is read from the fitted curve at half-maximal effect; % is scaled to controls: 0 for no effect and ±100 for the full control effect; nearly all actives have a fitted effect of over 60% in size
#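 Reporter: ARE-Fluc in A549. Exposure: 18-24 h, 37 °C, 5% CO2, 5% FBS OPTI-MEM. Readouts: fluorescent cytotoxicity (CellTiter-Fluor), then luminescent Nrf2 signal after BugLite.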
# Nrf2 activator: qHTS of Nrf2 Activators; AID 624171, 2012; AREc32 ARE-luciferase reporter (MCF7-derived line), luminescence, 24 h; actives 0.31% (n = 410,000); Potency, µM (series often up to 46.1 µM), inactives show top-dose activation, most hits filed as activators; also: potency is read from the fitted curve at half-maximal effect; % of control where 0% means no effect; nearly all actives have a fitted effect of over 65% in size
#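 Each well held 1000 AREc32 cells, which were incubated with compound for 24 hr at 37 deg C after overnight attachment, and ARE reporter activity was quantified by firefly luciferase luminescence.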
# HepG2 viability: qHTS for Inhibitors of TGF-b: Cytotox Counterscreen; HepG2 CAGA-GFP viability, ATP luminescence, 18 h; Potency, µM (highest dose often 46.1 µM), inactives show at the top dose activity change, negative = cytotoxicity, usual class: cytotoxic; actives 0.76% (n = 410,000); AID 588856, 2011; also: potency is read from the fitted curve at half-maximal effect; some results filed as inactive show a strong effect at the top dose
#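 HepG2 CAGA-GFP cells (1000/well, DMEM with 1% FBS) received compound, then TGF-beta at 500 pg/mL final, and were incubated 18 hours at 37 degrees C. Viability was read by CellTiter-Glo luminescence. Media-only wells were set as complete cell-killing and DMSO as no toxicity.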
# CCT chaperon mod: High-Throughput Screening for Modulators of Cytosolic Chaperonin Activity; purified chaperonin ATPase assay, HTRF ADP detection, 30 min; activity change, % (test concentration not listed), hits read low; actives 0.3% (n = 360,000); AID 651819, 2012; in the data active = activity change below about -30%; also: % is scaled to controls: 0 for no effect and ±100 for the full control effect
#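 Enzyme 40 or 20 nM (batch-dependent) in Tris pH 7.4/KCl/MgCl2/DTT; cpd 76 uM single point; ATP 10 uM; 30 min 37 °C; Transcreener ADP HTRF detection, 30 min RT; ratio 665/615.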
# An asterisk follows results filed as active; i = inactive; ? = inconclusive; / = no result given; & = joins results of further samples; [ ] = another dose, or the depositor's remark. Unless noted, calls follow the shape of the dose curve; as a rule, active = well fitted curve in the direction sought with a large enough effect; inconclusive = small, poorly fitted or top-dose-only effect, or another doubt; inactive = no such curve, though single readings can be large; an effect the other way counts as inactive or inconclusive.
Molecule | TGFb SMAD3 inh | CCT chaperon mod | S2 tox | pAkt inh | A549 tox | MmCpn inh | Nrf2 activator | Nrf2 block | HepG2 viability
CC(C)Oc1ccc(C(=O)NC(=S)Nc2ccc(CN3CCOCC3)cc2)cc1 | -24% | -3.3 | i | i | -2% | 0% | -0.2% | -11% | -2%
O=C(Cc1ccc(Br)cc1)Nc1cccc(-c2cn3c(n2)SCC3)c1 | -1% | -2.6 | i | i | -12% | -16% | 0.5% | ? | -20%
CCN1C(=O)CSc2ccc(C(=O)NCCCN3CCOCC3)cc21 | -21% | -0.5 | ? | i | -7% | 0% | -0.4% | 0% | -16%
Cc1cccc(NC(=O)CN(C)C(=O)Cc2ccc(-c3ccccc3)cc2)c1C | -16% | -3.9 | / | i | / | / | -0.9% | / | -24%
O=C(NCCCN1CCOCC1)C1CC(=O)N(c2ccccc2)C1 (stereo unspecified) | -1% | 1.2 | i | i | 0% | -2% | -0.5% | -3% | -2%
CC(C)(C)NC(=O)CSc1nc2cccnc2n1C1CCCCC1 | 3% | 0.9 | i | i | -6% | -1% | 0.3% | ? | 10%
CNS(=O)(=O)c1cccc2cccnc12 | -6% | 0.8 | ? | i | -3% | 3% | 0.2% | 3% | 6%
COc1ccccc1-c1noc(CCCC(=O)NC2CCCCC2)n1 | 9% | 2.4 | i | i | 4% | 2% | -0.6% | ? | 11%
O=C(O)[C@H]1CCCC[C@H]1C(=O)NCCNC(=O)[C@@H]1CCCC[C@@H]1C(=O)O | 16% | -3.8 | i | i | 6% | 2% | 0.3% | / | 2%
O=c1c2oc3ccccc3c2n(Cc2ccccc2Cl)c(=O)n1Cc1ccco1 | -44% | / | i | / | 7% | / | -0.9% | 3% | -2%
CCOC(=O)C(C(=O)OCC)N(C#N)c1nc(SC)nc(N(C)C)n1 | -5% | -0.9 | i | i | -3% | -1% | 7.1% | 23% | 1%
CCC(CC)C(=O)Nc1cccc(C(=O)Nc2ccc(S(N)(=O)=O)cc2)c1 | 1% | 2.7 | i | i | 1% | 1% | 0.2%[9.22 µM] | ? | -2%
Cc1nnc(SCC(=O)NCCC2=CCCCC2)[nH]c1=O | -2% | 0.2 | i | i | 8% | 1% | 0.2% | 10% | 3%
CSc1nc2nc(C(F)(F)F)cc(-c3ccccc3)n2n1 | -7% | -2.9 | i | i | -4% | -4% | 14µM* | 1% | -7%
CCC(=O)c1ccc(OC(C)C(=O)NC2(C#N)CCCCC2)cc1 (stereo unspecified) | 0% | -2.4 | i | i | -1% | 0% | 0.3% | 2% | -4%
COc1ccc(/C=N/N2CCN(Cc3ccc(C)cc3)CC2)cc1Br | ? | -2.0 | i | i | -1% | -3% | 3.8% | -10% | -22%
O=C(Nc1cccc(S(=O)(=O)Nc2ccc(Cl)cc2)c1)c1cc2c(s1)CCCC2 | ? | -2.3 | ? | i | ? | ? | 8.0% | 23µM* | -82%
CC1(C)CC(=O)C(N=Nc2cccc([N+](=O)[O-])c2)=C(O)C1 | 3% | -0.7 | i | i | -12% | 0% | 25% | -11% | -8%
COc1cccc(C2CC(c3ccccc3)=NN2S(=O)(=O)c2ccc(C)cc2)c1OC (stereo unspecified) | 11% | 0.3 | i | i | 2% | -1% | 0.5% | -4% | -12%
O=C(NCCCN1CCC(Cc2ccccc2)CC1)c1ccc(CS(=O)c2ccccc2Cl)o1 (stereo unspecified) | -14% | -0.8 | i | i | / | / | -4.1% | / | -34%
COC(=O)c1nn(-c2ccc(OC)cc2)c(=O)cc1O | 4% | 0.3 | i | i | 1% | 2% | -0.2% | 13% | 8%
O=c1cc(O)nc(SCc2ccccc2)n1-c1ccc(F)cc1 | 2% | 0.5 | i | i | 8% | -5% | -0.1% | 22% | -2%
CCc1nc2c(OCc3ccccc3C(=O)OC)cccn2c1N(C)C(=O)CC(C)C | 17% | -1.2 | i | i | / | / | -0.5%[9.22 µM] | / | 0%
O=C(NC1CC1)c1cccc(-c2cncc3nccn23)c1 | -9% | -2.6 | i | i | / | / | 0.6%[9.22 µM] | / | -19%
CCCNCC1C(Oc2ccc(Cl)cc2)C(=O)N1c1ccccc1C (stereo unspecified) | -17% | -0.5 | i | i | -9% | -1% | -0.4% | 15% | 5%
Cc1cccc(-c2nc(SCC(=O)NCc3ccco3)c3c(=O)n(C)c(=O)n(C)c3n2)c1 | 1% | / | i | / | 6% | / | 0.4% | / | -1%
Cc1ccc(CCNC(=O)C2CC(=O)N(C3CCCCC3)C2)cc1 (stereo unspecified) | -13% | -1.7 | i | i | 0% | -3% | -1.1% | 2% | -14%
CCN(CC)S(=O)(=O)c1ccc(C(=O)NNC(=O)C2COc3ccccc3O2)cc1 (stereo unspecified) | -4% | -1.0 | i | i | 11% | 1% | 0.0% | 0% | -1%
O=C(NCCOc1ccccc1F)Nc1ccc(Br)cc1 | -14% | -1.7 | ? | i | -1% | 2% | 5.3% | -6% | -17%
Cc1cc(C(=O)Nc2sc(C)c(C)c2C#N)c(C)o1 | -5% | -0.3 | i | i | 0% | -2% | 2.8% | 1% | -14%
COc1ccc(CN2CCN(CC3CC3)CC2CCO)c(C)c1C (stereo unspecified) | 24% | 0.5 | / | i | 15% | 3% | 0.3% | ? | 2%
COc1ccc(NC(=O)c2ccc(NC(=O)c3cccnc3)cc2)cc1 | 5% | -15 | i | i | / | / | -0.6% | / | 13%
CCc1ccccc1NC(=O)CCCSc1nc2ccccc2s1 | ? | 0.8 | i | i | 14% | -13% | 0.5% | 2% | -6%
O=C(OCCN1C(=O)CCC1=O)c1ccc(S(=O)(=O)N2CCCCC2)cc1 | -3% | -1.8 | i | i | 1% | 1% | 2.5% | 12% | -9%
O=C(COc1ccc(S(=O)(=O)N2CCOCC2)cc1)N1CCOCC1 | 12% | -4.8 | i | i | 3% | 2% | -0.6% | 0% | -15%
COc1ccc(S(=O)(=O)N2CCOCC2)cc1NC(=O)CSc1cccc[n+]1[O-] | 8% | -1.3 | i | i | 4% | 0% | 0.1% | -1% | 0%
Cc1ccc(CNC(=O)c2ccc(-c3nc(CS(=O)c4ccccc4)c(C)o3)cc2)cc1 (stereo unspecified) | -1% | / | i | / | 15% | / | 0.3% | ? | 5%
CN1CCN(S(=O)(=O)c2cccc(C(=O)N3CCc4ccccc43)c2)CC1 | -2% | 1.9 | i | i | 5% | -15% | 2.0% | -14% | -6%
Cn1c(CCNC(=O)c2ccco2)nc2cc(NC(=O)COc3ccc(Cl)cc3)ccc21 | 1% | / | / | / | -3% | / | 0.4% | 4% | -19%
O=C1C=C(Nc2ccc(Cl)cc2)C(=O)N1c1ccc(Cl)cc1 | -3% | 1.7 | i | i | 3% | 1% | 0.3% | 28% | 3%
Cc1cc(C)c2c(c1)NC(c1cc3c(cc1Br)OCO3)C1CC=CC21 (stereo unspecified) | ? | -0.4 | i | i | 6% | 0% | -0.2% | -7% | -20%
CCCn1c(SCC(=O)Nc2cc(C(=O)O)ccc2C)nc2sc3c(c2c1=O)CCC3 | 2% | 2.6 | i | i | -1% | 0% | -0.9% | ? | 3%
CSCCC(NC(=O)c1ccccc1Br)C(=O)N1CCN(C/C=C/c2ccccc2)CC1 (stereo unspecified) | ? | -3.6 | i | i | -8% | / | -0.8% | ? | -20%
COc1ccc(N2C(=O)CC(Sc3ccccc3C(=O)O)C2=O)c([N+](=O)[O-])c1 (stereo unspecified) | -19% | -0.5 | i | i | 0% | -1% | 4.9% | -5% | -16%
Cn1ncc(Oc2ccc([N+](=O)[O-])cc2)c(Cl)c1=O | 0% | -1.8 | / | i | -5% | 2% | 20% | -10% | -5%
COc1cccc(NC(=O)CN(C)C(=O)c2ccccc2OCc2c(C)noc2C)c1 | 17% | 0.8 | i | i | 2% | ? | -0.3% | 4% | -5%
COc1cccc(-c2ccc3ncnc(NCc4ccc5c(c4)OCO5)c3c2)c1 | ? | / | i | / | -19% | -5%&-23% | -0.4% | 16µM* | -19%
COc1ccc(CCNS(=O)(=O)c2ccc3c(c2)CC(C)N3C(=O)C2CC2)cc1OC (stereo unspecified) | -7% | -2.3 | i | i | / | / | 0.6% | / | -18%
COc1ccc2ccc3ccc(OC)c(OC(C)=O)c3c2c1 | -2% | -2.0 | i | i | -2% | / | 1.0% | 8% | -24%
Cn1c(=O)c2sccc2n2c(CCCC(=O)NC3CCN(Cc4ccccc4)CC3)nnc12 | 15% | 2.7 | ? | i | 2% | -2% | -0.4% | 4% | 1%
CN(C)c1cccc(NC(=O)C2(C)Cc3c(-c4cccnc4)ccnc3O2)c1 (stereo unspecified) | 14% | -3.7 | i | i | / | / | 3.8% | / | -4%
CCCOc1ccc(Cn2cnc3ccccc32)cc1 | 0% | -1.4 | i | i | -18% | -4% | 0.4% | ? | -50%
COCc1nc(-c2cc(OC)c(OC)c(OC)c2)no1 | 0% | -0.3 | i | i | -4% | 0% | -0.4% | -16% | 0%
c1ccc(CCc2ccccn2)cc1 | 0% | -0.4 | i | i | 0% | / | -0.3% | ? | -19%
Cc1snc(SCC(=O)N/N=C(\N)COc2ccc(F)cc2)c1C#N | 17% | -3.8 | i | i | -1% | 1% | 0.3% | -2% | -15%
Cc1c(CCO)c(=O)oc2n[nH]c(-c3ccccc3)c12 | 8% | 0.5 | i | i | -10% | -2% | 0.4% | -12% | 0%
CCOc1ccc(N2C(=O)CC(N3CC(C)OC(C)C3)C2=O)cc1 (stereo unspecified) | 13% | 0.2 | i | i | 4% | 1% | -0.4% | -10% | -11%
